Screening data (PubChem BioAssay)
Cy5 interf NS3h: Cy5 fluorescence interference, HCV helicase counter-screen. fluorescence interference ratio at 100 µM. AID 720488. 16,000 compounds, 6% hits. Cy5-dT15 DNA with NS3h; actives lie on both sides; signal over control mean, under 1 quenches;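 active = compound fluorescence over control fluorescence at most 0.8, a quencher, or at least a set upper limit, an enhancer; inactive = ratio between 0.8 and the set upper limit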
NS3h inh CB: blocks HCV NS3 helicase binding to DNA | NS3h Cy5-dT15 DNA binding, fluorescence polarization | inhibition, % at 100 µM | 16,000 compounds, 1.6% hits;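 active = inhibition above the average over every tested compound plus 3 SD, cut at about 40% in these data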
Active calls of the source: *.

SMILES | Cy5 interf NS3h | NS3h inh CB
CC1=NN(C(=O)c2cccnc2)C(C)(O)C1(C)C (stereo not given) | 0.65* | -2
CN(C)c1ccc(/C=c2\sc3nc4ccccc4n3c2=O)cc1 | 0.99 | 4
CCOC(=O)C1=C(C)N=c2s/c(=C\c3ccc(F)cc3)c(=O)n2C1c1cccs1 (stereo not given) | 0.9 | 8
C=CCCCC(=O)Nc1ccccc1Br | 0.97 | 3
CCOc1ccc2ccc(OCC)c(/C=C3/NC(=S)NC3=O)c2c1 | 1.1 | 2
CC1=C(C(=O)OCCc2ccccc2)C(c2coc3ccc(Cl)cc3c2=O)C2=C(CCCC2=O)N1 (stereo not given) | 0.96 | -2
Cc1ccc(C(=O)/C=C/Nc2cccc(O)c2)cc1 | 1 | 18
CCOc1ccc(C(=O)Nc2ccc(NC(=O)CC)cc2)cc1Cl | 0.73* | 16
COC(=O)C1=C(C)NC(C)=C(C(=O)OC)C1c1ccc(I)cc1 | 0.85 | 10
C=CCNC(=O)C(=O)Nc1ccccc1C | 1 | 0
CC(=O)c1ccc(N2C(=O)c3c(Cl)c(Cl)c(Cl)c(Cl)c3C2=O)cc1 | 0.7* | 9
O=C(NCc1ccccn1)c1ccc(O)cc1 | 1.1 | 5
O=C1NC(=O)N(c2ccccc2)C(=O)/C1=C\c1ccc(OCc2ccccc2F)cc1 | 1.1 | 11
O=c1oc2cc(OCc3ccc(F)cc3)ccc2cc1-c1nc2ccccc2s1 | 0.89 | 10
CC(=O)C1=C(C)N=c2s/c(=C/c3ccc(N(C)C)cc3)c(=O)n2C1c1ccccc1 (stereo not given) | 0.89 | 19
CC1=NN(c2ccccc2)C(=O)/C1=C\c1ccc(N2CCOCC2)c([N+](=O)[O-])c1 | 1 | 0
CN1CCN(C(=O)CN2C(=O)/C(=C/c3cccc(Br)c3)SC2=S)CC1 | 1 | 22
CC(O)C(=O)NS(=O)(=O)c1ccccc1 (stereo not given) | 0.93 | 8
CC(=O)CC(=O)Nc1ccc(C(C)C)cc1 | 1 | 5
CCOC(=O)c1ccccc1NC(=O)CCNS(=O)(=O)c1ccccc1[N+](=O)[O-] | 0.9 | 13
NC(=O)c1cc(NC(=O)c2ccc(Cl)c(Cl)c2)ccc1Cl | 1.1 | 28
Cc1c(Cc2ccccc2)c(=O)oc2c(C)c(OCC(=O)N(C)C)ccc12 | 0.94 | 13
Cc1ccc(N2C(=O)CC(Sc3ccc4ccccc4c3)C2=O)cc1 (stereo not given) | 0.98 | 35
Cc1ccnc(NS(=O)(=O)c2ccc(N3C(=O)c4ccc(C(=O)O)cc4C3=O)cc2)n1 | 1 | -15
O=C(NC1CCS(=O)(=O)C1)/C(=C\c1ccco1)NC(=O)c1ccccc1 (stereo not given) | 1.1 | 6
Further records
SMILES | Cy5 interf NS3h | NS3h inh CB
Cc1cccc(/C(N)=N\OC(=O)c2cccc(Br)c2)c1 | 1 | 14
COc1ccc(OC)c(NC(=S)NC(NC(=O)Cc2cccc3ccccc23)C(Cl)(Cl)Cl)c1 (stereo not given) | 1.1 | 3
CC1=C(C(=O)OC(C)C)C(c2ccc(F)cc2)NC(=O)N1 (stereo not given) | 1 | 2
O=C1C2C3C=CC(C4CC34)C2C(=O)N1c1ccc(F)cc1 (stereo not given) | 1.1 | 0
CC(=O)c1ccc(NC(=O)c2ccc(N3C(=O)c4ccccc4C3=O)cc2)cc1 | 1 | 9
COc1ccc(/C=C2\C(=O)NC(=O)N(c3ccccc3)C2=O)c(C)c1 | 0.95 | 31
COc1ccc(/C=C2/SC(=Nc3ccc(F)cc3)NC2=O)c(OC)c1 | 0.93 | -25
O=c1cc(-c2ccccc2)nc2cc(-c3cccc(F)c3)[nH]n12 | 1 | 2
Nc1nnnn1/N=C\c1ccc(C=O)cc1 | 0.71* | -9
CCC(C)C(NC(=O)c1cc(C)oc1C)C(=O)O (stereo not given) | 1.1 | -2
CCC(=O)NC(c1ccccc1Cl)c1ccc2cccnc2c1O (stereo not given) | 1 | 0
COc1c(Cl)cc(C(=O)Nc2ccc(I)cc2Cl)cc1Cl | 1 | 8
CN=C(NCCO)C(C#N)=Cc1c(O)n(-c2c(Cl)cccc2Cl)c2ccccc12 | 0.98 | 15
CCOc1ccccc1NC(=O)c1cc([N+](=O)[O-])ccc1N1CCN(Cc2ccccc2)CC1 | 1 | 9
O=C(NCCN1CCOCC1)c1cnn2c1NC(c1ccco1)CC2C(F)(F)F (stereo not given) | 1 | 0
O=C(Nc1nc(-c2cccs2)cs1)c1ccc(Cl)cc1Cl | 0.97 | 9
COc1ccc(NC(=O)CN(c2cccc([N+](=O)[O-])c2)S(=O)(=O)c2ccccc2)cc1 | 1 | -2
CCOC(=O)c1sc(NN=C(C#N)C#N)c(C(=O)OCC)c1C | 0.56* | -2
Brc1ccc(CN2CCN(Cc3cccnc3)CC2)cc1 | 0.95 | -7
COc1ccc(OC)c(N(CC(=O)Nc2ccc(Br)cc2)S(C)(=O)=O)c1 | 1 | -1
O=C1C=C(Nc2ccc(Cl)cc2)CN1 | 0.96 | -6
COCCOC(=O)C1=C(C)NC(=O)NC1c1ccc(OCC(N)=O)cc1 (stereo not given) | 0.99 | 3
Cc1ccccc1C(=O)Nc1cccc(NC(=O)c2ccc([N+](=O)[O-])o2)c1 | 1.1 | 15
Cc1oc2ccc(OC(C)C(=O)O)cc2c1C(=O)O (stereo not given) | 1 | -1
COc1cc(OC)c(NC(=O)COc2ccc(F)cc2)cc1Cl | 0.93 | 6
Next entries follow:
SMILES | Cy5 interf NS3h | NS3h inh CB
COC(=O)C1=C(O)/C(=C/c2ccccc2O)N=C1C | 0.99 | 2
CCN1C(=O)c2cccc3c(S(=O)(=O)N(C)C)ccc1c23 | 0.97 | -3
COc1ccc(C(=O)Nc2ccccc2C(=O)NC2CCCCC2)cc1 | 1 | 2
O=C1NC(c2ccccc2)=C(c2ccc3ccccc3n2)C(c2ccncc2)N1 (stereo not given) | 1.1 | 1
Cc1ccnc(NS(=O)(=O)c2ccc(N3C(=O)c4c(Cl)c(Cl)c(Cl)c(Cl)c4C3=O)cc2)n1 | 0.84 | 20
CCOC(=O)C1=C(c2ccccc2)OC(N(C)C)C(c2ccccc2)=C1 (stereo not given) | 0.93 | 9
COc1cc(C=C2C(=O)NC(=O)NC2=O)cc(Br)c1OCc1ccc([N+](=O)[O-])cc1 | 0.73* | 73*
CN1C(=O)/C(=C\c2cccc(OCc3cccc4ccccc34)c2)SC1=S | 1.2 | -1
O=C(/C=C/c1ccccc1)NC(=S)Nc1ccc(O)c(-c2nc3ccccc3o2)c1 | 1 | -12
CCOC(=O)C1=C(C)N=c2s/c(=C\c3cccs3)c(=O)n2C1c1ccc(OCC)cc1 (stereo not given) | 1.1 | 8
COc1ccccc1NC(=O)c1sc(-c2ccccc2)nc1C | 1.1 | 0
CC1(C)CC(NC(=O)c2cccc(I)c2)CC(C)(C)N1 | 1.1 | 6
O=C(O)COc1ccc(NC(=O)c2ccco2)cc1 | 0.97 | -1
Cc1ccc2oc(C(Cl)(Cl)Cl)cc(=O)c2c1 | 0.6* | -2
COc1cc(OC)cc(C(=O)Nc2c(C)cccc2C)c1 | 1 | 4
O=C(COc1ccc2ccccc2c1)Nc1ccncc1 | 1.1 | 10
NC(=O)NC(Cc1c[nH]c2ccccc12)C(=O)O (stereo not given) | 0.99 | 0
CCCCNC(NCCCC)=C(S(=O)(=O)CC)S(=O)(=O)CC | 1 | 9
CCC(C(=O)Nc1ccc(C)cc1)c1ccccc1 (stereo not given) | 1.3* | 6
CCOc1ccc(C2C=C(Nc3ccccc3)C(=O)N2c2ccccc2)cc1 (stereo not given) | 0.92 | 8
CCCCOc1ccc(NC(=O)CSc2nnc(-c3cccc(F)c3)n2-c2ccccc2)cc1 | 1.1 | 2
C#Cc1cccc(N2C(=O)c3c(Br)c(Br)c(Br)c(Br)c3C2=O)c1 | 1.1 | 1
COC(=O)C1=C(O)/C(=C/c2ccc(OCC(=O)Nc3ccccc3OC)cc2)N=C1C | 0.97 | -12
COc1ccc(OCC(=O)Nc2cc(-c3nc4ccccc4o3)ccc2C)cc1 | 1.2 | -14
O=c1cc(-c2ccccc2)c2cc(Cl)ccc2[nH]1 | 1.1 | -13

Single records (already shown). Values in the order: Cy5 interf NS3h	NS3h inh CB
CCN1C(=O)c2cccc3c(S(=O)(=O)N(C)C)ccc1c23 is entered as 0.97	-3
CC1(C)CC(NC(=O)c2cccc(I)c2)CC(C)(C)N1 is entered as 1.1	6
Cc1ccnc(NS(=O)(=O)c2ccc(N3C(=O)c4c(Cl)c(Cl)c(Cl)c(Cl)c4C3=O)cc2)n1 is entered as 0.84	20
CCC(C(=O)Nc1ccc(C)cc1)c1ccccc1 (stereo not given) is entered as 1.3*	6
O=C(/C=C/c1ccccc1)NC(=S)Nc1ccc(O)c(-c2nc3ccccc3o2)c1 is entered as 1	-12

Continued.
SMILES | Cy5 interf NS3h | NS3h inh CB
CC12c3ccccc3C(C)(c3ccccc31)C1C(=O)N(c3ccc(C(=O)O)cc3)C(=O)C12 (stereo not given) | 0.72* | 14
CSc1ccccc1NC(=O)/C=C/C(=O)O | 1.1 | -5
Cc1ccc(C(=O)Oc2ccc3c(-c4ccccc4)cc(=O)oc3c2)cc1 | 0.96 | -3
O=C1/C(=C\c2cccc([N+](=O)[O-])c2)SC(=S)N1c1cccc(C(F)(F)F)c1 | 0.97 | 34
CC1=NN(c2ccccc2)C(=O)/C1=C/c1cn(CCC#N)nc1-c1ccc(F)cc1 | 0.97 | 11
Cc1cc2c(cc1C)NC(CC(=O)Nc1ccccc1F)C(=O)N2 (stereo not given) | 1 | 0
COc1ccccc1C(=O)N1CCN(S(C)(=O)=O)CC1 | 1.1 | -1
CCOc1cc(OCC)cc(C(=O)Nc2ccc3oc(-c4ccccc4F)nc3c2)c1 | 0.88 | 7
CC(C)OC(=O)C1C(=O)CC(C)(O)C(C(=O)OC(C)C)C1/C=C/c1ccccc1 (stereo not given) | 1 | 14
O=C(c1ccc([N+](=O)[O-])cc1)c1coc2ccc(O)cc12 | 1 | 14
Cc1ccc2c(-c3ccc([N+](=O)[O-])cc3)cc(=O)[nH]c2c1 | 0.62* | 1
COc1ccc(C2=C/C(=C/c3ccc(Cl)cc3)C(=O)O2)cc1OC | 0.84 | -18
O=C(Nc1ccc(Nc2ccccc2)cc1)c1ccc(Br)cc1 | 1 | 2
CC12CC3(C)CC(C)(C1)CC(C(=O)NCc1cccnc1)(C2)C3 | 0.89 | 10
COC(=O)C1=C(O)/C(=C/c2cccc(OC)c2O)N=C1C | 1 | -12
CCc1ccc(NC(=O)c2cncc(Br)c2)cc1 | 0.97 | 0
Cc1ccc(-c2nc3cc(Cl)ccc3o2)cc1NC(=O)COc1ccccc1[N+](=O)[O-] | 1 | -11
COc1ccc(C(=O)Nc2ccccc2C(=O)NC(C(=O)NCc2ccccc2)C(C)C)cc1 (stereo not given) | 0.95 | 3
COc1ccc(Cl)cc1NC(=O)CC(C)=O | 0.97 | 1
Cc1ccc(-c2cc(-c3ccccc3)nc(N3CCCC3)n2)cc1 | 1.2 | -3
O=C1NC(=Nc2cccnc2)S/C1=C/C=C/c1ccccc1 | 1.1 | 16
CCOC(=O)c1c(-c2ccccc2)oc2cc(Br)c(OCC(=O)C(C)(C)C)cc12 | 0.94 | 7
O=C1c2cc(S(=O)(=O)NCCCO)ccc2-c2ccc(S(=O)(=O)NCCCO)cc21 | 0.63* | -5
CCOC(=O)c1cccc(N2C(=O)C=CC2=O)c1 | 0.94 | 55*
CC(C)CNC(=O)c1nn2c(c1Cl)NC(c1cccs1)CC2C(F)(F)F (stereo not given) | 1 | 11

Shown with each value named: entries from further up.
Cc1cc2c(cc1C)NC(CC(=O)Nc1ccccc1F)C(=O)N2 (stereo not given)
- Cy5 interf NS3h = 1
- NS3h inh CB = 0
COc1ccc(Cl)cc1NC(=O)CC(C)=O
- Cy5 interf NS3h = 0.97
- NS3h inh CB = 1
CC(C)OC(=O)C1C(=O)CC(C)(O)C(C(=O)OC(C)C)C1/C=C/c1ccccc1 (stereo not given)
- Cy5 interf NS3h = 1
- NS3h inh CB = 14
O=C(c1ccc([N+](=O)[O-])cc1)c1coc2ccc(O)cc12
- Cy5 interf NS3h = 1
- NS3h inh CB = 14

Continuation.
SMILES | Cy5 interf NS3h | NS3h inh CB
O=C(Nc1ccccc1C(=O)O)c1ccc2c(c1)C(=O)N(c1ccc(Cl)cc1)C2=O | 1.1 | 13
CCCC(=O)N1CCN(c2ccc(C(=O)c3ccccc3)cc2F)CC1 | 1 | -2
CSC1=C(C#N)C2(CCCCC2)C(C#N)C(=O)N1 (stereo not given) | 1 | -2
O=C(NC(=S)Nc1ccc2oc(-c3ccc(Br)cc3)nc2c1)c1ccco1 | 1.1 | 17
CC(C)CN1C(=O)c2ccc(C(=O)Nc3ccc(O)cc3C(=O)O)cc2C1=O | 0.98 | 12
O=C(CSc1nc(O)cc(=O)[nH]1)Nc1ccccc1 | 1 | -2
O=C1C(=O)N(c2nccs2)C(c2cccs2)C1=C(O)c1ccc(Cl)cc1 (stereo not given) | 1 | 8
CCCOC(=O)c1cccc(NC(=O)/C=C/c2ccc(OC)c(Br)c2)c1 | 1 | 16
O=C1c2cccc3cccc(c23)C(=O)N1CC1CCN(S(=O)(=O)c2cccc3cccnc23)CC1 | 1 | 10

Sorted by the number under NS3h inh CB (descending): 4 of the compounds above
SMILES | NS3h inh CB
O=C(Nc1ccccc1C(=O)O)c1ccc2c(c1)C(=O)N(c1ccc(Cl)cc1)C2=O | 13
CC(C)CN1C(=O)c2ccc(C(=O)Nc3ccc(O)cc3C(=O)O)cc2C1=O | 12
O=C1c2cccc3cccc(c23)C(=O)N1CC1CCN(S(=O)(=O)c2cccc3cccnc23)CC1 | 10
CSC1=C(C#N)C2(CCCCC2)C(C#N)C(=O)N1 (stereo not given) | -2
